PAFAH1B3 FP inh: PAFAH1B3 (human) inhibition; recombinant PAFAH1B3, FP-rhodamine probe, fluorescence polarization; inhibition, % at 3.39 µM; hit rate 0.28% among 340,000; AID 492972;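 active = inhibition above the screen-wide average of all tested compounds plus 3 SD, cut at about 25% in these data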;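 also: 0% = enzyme with DMSO only and 100% = wells lacking PAFAH1B3 protein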
Target sequence (Q15102 whole entry, looked up): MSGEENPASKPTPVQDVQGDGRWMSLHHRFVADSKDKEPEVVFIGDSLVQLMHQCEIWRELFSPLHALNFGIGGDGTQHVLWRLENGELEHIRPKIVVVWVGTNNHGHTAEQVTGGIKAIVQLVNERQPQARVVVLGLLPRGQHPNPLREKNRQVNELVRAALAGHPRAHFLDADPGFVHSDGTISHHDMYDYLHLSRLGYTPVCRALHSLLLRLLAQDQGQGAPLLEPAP
GSTO1 counter: counter-screen for RBBP9 inhibitors: inhibitors of human GSTO1 | hit rate 1.1% among 300,000 | recombinant GSTO1, activity-based probe fluorescence polarization | P78417 | inhibition, % at 5.96 µM;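 active = inhibition above the campaign mean inhibition plus 3 SD, cut at about 35% in these data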;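 also: 0% = GSTO1-1 with DMSO and 100% = wells lacking GSTO1-1 enzyme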
PAD4 inh: PAD4 (human) enzyme inhibition; Q9UM07; recombinant PAD4, RCA probe fluorescence polarization; inhibition, % at 6.36 µM; hit rate 0.41% among 330,000;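 active = percent inhibition above a cutoff equal to the mean of all tested compounds plus 3 SD, cut at about 15% in these data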;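 also: 0% = PAD4 with RCA probe and DMSO and 100% = probe without PAD4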
PME-1 inh: PME-1 (human) inhibition. AID 2130. hit rate 0.53% among 320,000. recombinant PME-1, FP-Rh probe fluorescence polarization. inhibition, % at 5.9 µM;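 active = inhibition above the campaign mean of all compounds plus 3 SD, cut at about 26% in these data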;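 also: competitive labeling of PME-1 active site by serine hydrolase directed probe; 0% = PME-1 with DMSO and 100% = wells lacking PME-1 enzyme; inhibitors block probe labeling so polarization falls and inhibition rises; many of its hits are not listed in these tables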
LYPLA1 inh: counter-screen for PME1 inhibitors: inhibitors of human LYPLA1. O75608. recombinant LYPLA1, FP-Rh probe fluorescence polarization. inhibition, % at 5.9 µM. hit rate 0.16% among 320,000;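 active = inhibition above the mean of all tested compounds plus 3 SD, set per campaign, cut at about 14% in these data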;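 also: inhibitors block serine hydrolase probe labeling of LYPLA1 so polarization falls; 0% = enzyme with DMSO and 100% = wells lacking LYPLA1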
Target sequence (O75608 whole entry, looked up): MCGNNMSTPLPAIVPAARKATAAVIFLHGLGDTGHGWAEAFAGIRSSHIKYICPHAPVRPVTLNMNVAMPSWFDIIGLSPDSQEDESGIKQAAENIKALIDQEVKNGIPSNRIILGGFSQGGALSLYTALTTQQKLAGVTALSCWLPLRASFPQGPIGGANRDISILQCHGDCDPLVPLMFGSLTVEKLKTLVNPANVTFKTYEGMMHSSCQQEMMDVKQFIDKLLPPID
PAFAH2 inh: inhibitors of human PAFAH2. recombinant PAFAH2, FP-rhodamine activity probe, fluorescence polarization. hit rate 0.99% among 340,000. inhibition, % at 3.39 µM;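 active = inhibition above the mean over all tested compounds plus 3 SD, cut at about 30% in these data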;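 also: inhibitors block probe labeling of enzyme so polarization drops; 0% = enzyme with DMSO and 100% = wells lacking PAFAH2 protein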
pPAFAH inh: inhibitors of human plasma PAF acetylhydrolase (pPAFAH) | Q13093 | inhibition, % at 3.39 µM | hit rate 1.5% among 330,000 | AID 463082 | recombinant pPAFAH, FP-rhodamine probe fluorescence polarization;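 active = inhibition above the mean inhibition across the screen plus 3 SD, cut at about 25% in these data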;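 also: inhibitors block binding of the rhodamine activity-based probe so polarization drops; 0% = enzyme with DMSO and 100% = wells lacking pPAFAH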
PAFAH1B2 FP inh: blocks human PAF acetylhydrolase 1b catalytic subunit 2; P68402; recombinant PAFAH1B2, FP-rhodamine activity probe, fluorescence polarization; inhibition, % at 3.39 µM; hit rate 1.2% among 340,000;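 active = inhibition above the mean of all tested compounds plus 3 SD, cut at about 24% in these data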;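 also: 0% = enzyme with DMSO and 100% = wells lacking PAFAH1B2; many of its hits are not listed in these tables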
Target sequence (P68402 whole entry, looked up): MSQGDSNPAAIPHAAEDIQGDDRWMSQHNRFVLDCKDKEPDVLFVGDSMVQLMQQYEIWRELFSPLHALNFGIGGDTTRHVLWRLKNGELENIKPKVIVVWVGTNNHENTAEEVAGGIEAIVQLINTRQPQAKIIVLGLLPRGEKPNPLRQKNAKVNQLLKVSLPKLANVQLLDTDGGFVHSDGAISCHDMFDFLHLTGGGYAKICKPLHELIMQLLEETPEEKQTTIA
LYPLA2 inh: counter-screen for PME1 inhibitors: inhibitors of human LYPLA2; hit rate 0.38% among 320,000; O95372; inhibition, % at 5.9 µM; recombinant LYPLA2, FP-Rh probe fluorescence polarization;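 active = inhibition above the screen-wide mean plus 3 SD, limit set per campaign, cut at about 26% in these data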;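 also: 0% = LYPLA2 with DMSO and 100% = wells lacking LYPLA2 enzyme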
Target sequence (O95372 whole entry, looked up): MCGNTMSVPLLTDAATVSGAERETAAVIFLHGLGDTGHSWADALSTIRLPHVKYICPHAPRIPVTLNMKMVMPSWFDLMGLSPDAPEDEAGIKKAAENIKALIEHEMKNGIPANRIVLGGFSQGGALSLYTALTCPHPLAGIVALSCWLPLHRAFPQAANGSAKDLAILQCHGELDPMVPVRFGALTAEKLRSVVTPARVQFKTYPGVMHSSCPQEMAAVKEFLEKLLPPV
An asterisk follows results filed as active; / = not tested or not shown. Only part of the results is shown; rates above refer to the full screens.

structure,PAFAH1B3 FP inh,GSTO1 counter,PAD4 inh,PME-1 inh,LYPLA1 inh,PAFAH2 inh,pPAFAH inh,PAFAH1B2 FP inh,LYPLA2 inh
COc1ccc(C2=CSC3=NCCN23)cc1F,1,10,2,-3,2,-1,-1,0,0
CCOc1ccccc1N(CC(=O)Nc1ccccc1C(=O)N1CCCC1)S(C)(=O)=O,3,3,0,-6,4,-5,-7,1,0
COC(=O)c1ccc(CN2CCN(C3CCCCC3)C(CCO)C2)cc1 (stereo not given),5,-4,1,2,3,4,6,7,-2
COc1ccc(N2CC(C)(C)C2=O)cc1,3,-6,-6,-10,1,5,-7,1,-9
COc1ccc(NC(=O)c2ccc(S(=O)(=O)N(C)C)cc2)cc1OC,12,4,1,-1,1,-9,7,4,1
CCCc1[nH]nc2c1C(c1cn[nH]c1-c1ccc(F)cc1)C(C#N)=C(N)O2 (stereo not given),-3,22,-7,1,1,0,0,-2,-6
COc1ccc(Cc2nnc(NC(=O)C3CCN(C(=O)c4ccco4)CC3)s2)cc1,2,-4,0,-1,0,12,6,-1,3
Cn1nc(C(=O)Nc2ccc(S(=O)(=O)N3CCOCC3)cc2)c2ccccc2c1=O,7,-5,-2,-3,-4,2,-1,8,-3
COc1ccc(-c2ccc(C(C)=O)cc2)cc1[C@H]1[C@H]2C=CC[C@@H](C)[C@@H]2C(=O)N1Cc1ccccc1,-3,0,0,-4,0,0,-2,-3,10
CN(c1ccccc1)S(=O)(=O)c1cc(C(=O)c2nccn2C)ccc1Cl,-2,-3,-1,-3,-3,-3,5,0,-1
CC(=O)Nc1cccc(NC(=O)c2c(-c3ccccc3)noc2C)c1,4,7,0,2,-5,9,1,-1,3
COc1ccc(N(C(=O)c2snc(C(N)=O)c2N)C(C(=O)NC2CCCC2)c2ccc(C)o2)c(OC)c1 (stereo not given),-2,-1,-8,7,-2,7,3,4,1
Nc1c(-c2cccc(Cl)c2)cnn1-c1cccc(C(F)(F)F)c1,-1,-11,-6,4,-3,-1,5,4,-6
O=c1oc2ccccc2c(N2CCOCC2)c1[N+](=O)[O-],9,5,-3,0,-2,3,0,-2,1
CC(=O)Nc1ccc(NC(=O)Nc2cccc(Cl)c2)cc1,-4,-1,-5,16,-5,1,7,0,-5
COc1ccc(C(=O)CN2C(=O)c3ccccc3C2=O)c(OC)c1C,2,9,-3,4,-1,3,2,-1,10
CCC(C(=O)Nc1cnccn1)c1ccccc1 (stereo not given),-2,4,-5,4,0,8,-1,10,1
Cc1nnc(NC(=O)CSc2nnc(Cc3cccn3C)n2-c2cccc(C)c2C)s1,/,10,1,-9,0,/,2,/,-1
Cc1cc(C)cc(N(C(C)C(=O)N2CCOCC2)S(C)(=O)=O)c1 (stereo not given),/,19,-3,1,1,/,-1,/,0
CCN(CC)S(=O)(=O)c1ccc(C(=O)NC(=S)N(CCO)Cc2ccccc2)cc1,9,2,1,-1,0,9,9,1,2
O=C(CSc1cccc[n+]1[O-])Nc1ccccc1Oc1ccccc1,5,4,-9,0,3,-2,-4,-2,2
Cn1cc(-c2cc(C(=O)O)on2)cn1,11,1,-2,-2,1,-1,-9,-3,3
O=C(Nc1ccccc1)c1nc[nH]c1C(=O)N1CCN(c2ccccc2)CC1,5,/,-1,-4,0,-5,4,5,2
COC(=O)c1cc(S(=O)(=O)Nc2nn(C)c3ccccc23)oc1C,0,4,-5,0,4,-1,6,-2,-1
CCOc1ccccc1NC1c2ccccc2C(=O)N1Cc1ccco1 (stereo not given),-8,0,1,3,-1,1,6,6,1
COCCn1c(C)cc(C(=O)CSc2ccc3ccccc3n2)c1C,3,-1,-19,4,1,-1,-4,1,-1
CC1CCN(C(C)C(=O)Nc2cc(S(=O)(=O)N3CCCCC3)ccc2Cl)CC1 (stereo not given),0,/,-7,4,0,-2,-1,-2,2
COCCCNC(=O)c1ccc(-c2nc3ccccc3nc2-c2ccccc2)cc1,/,-2,6,1,0,/,3,/,3
O=C(N/N=C/c1ccc(Cl)cc1)Nc1ccccc1,-8,-4,1,-5,-1,-6,2,2,2
CCOc1ccc(-n2ccc(=O)c(C(=O)O)n2)cc1,-1,5,1,-2,-3,-4,-2,-1,-4
CC(=O)Oc1ccc2oc(=O)c3c(c2c1)CCCN3C(=O)CN1CCOCC1,5,5,0,0,0,7,-1,4,0
Cc1ccccc1NC(=O)C1CC(=O)OC12CCOC(C)(C)C2 (stereo not given),10,2,-2,-2,-4,1,0,3,0
O=C1c2ccccc2[C@@H]2C[C@@H](O)[C@H](Nc3cccc(C(F)(F)F)c3)CCN12,11,/,-4,/,/,40*,23,5,/
Nc1c(C(=O)Nc2ccc(S(=O)(=O)N3CCCC3)cc2)sc2nc3cc4c(cc3cc12)CCC4,-1,6,-5,14,-1,-3,15,2,1
CCOC(=O)C1=C(C)C2C3C(=O)N(c4ccc(C)cc4C)C(=O)C3C1(C)C1C(=O)N(c3ccc(C)cc3C)C(=O)C21 (stereo not given),5,4,0,-5,0,-2,1,-3,2
Cc1cccc(N(C)c2ncnc3onc(-c4ccc(F)cc4)c23)c1C,3,8,-2,11,1,8,1,3,-8
C=C(C)CSC1=C(C#N)C(c2ccccc2)CC(=O)N1 (stereo not given),3,-1,2,3,1,1,-1,6,2
COc1ccc(C(=O)CCC(=O)NCCc2c[nH]c3ccccc23)cc1OC,7,2,-5,1,-2,2,2,4,0
CC(C)c1ccc(N(CC(=O)Nc2ccc(S(=O)(=O)N3CCOCC3)cc2)S(C)(=O)=O)cc1,-1,-7,-6,10,-2,-7,6,0,7
Cc1cc(C)cc(NC(=O)CSc2nnc(CNC(=O)c3ccco3)n2C)c1,7,/,0,-1,0,-4,3,4,5
O=C(Nc1ccc2c(c1)CCC2)C1CCN(c2c3c(nc4ncnn24)CCC3)CC1,-3,0,0,-2,-2,-4,16,5,12
CCn1cc(C(=O)NCCCN2CCCC(C)C2)c(=O)c2cc(S(=O)(=O)N(C)C3CCCCC3)ccc21 (stereo not given),2,-2,-2,52*,-2,4,-4,-1,-4
CC1(C)Cc2c(sc(NC(=O)c3ccco3)c2C(=O)O)CO1,5,-7,-1,-3,-1,5,3,-3,2
CCC(C)Sc1nc2c(c(=O)[nH]1)C(c1cccs1)C1=C(CCCC1=O)N2 (stereo not given),8,-8,-5,-4,0,8,38*,10,-5
COc1ccc(S(=O)(=O)N2CCOCC2)cc1NC(=O)CN1CCCC1,6,0,-4,-3,-3,-1,4,1,-1
CCOc1ccc(C(C)=O)cc1CSC(=N)N,-2,-10,0,0,-1,0,0,9,6
COc1ccccc1NC(=O)c1ccc(-n2ccnc2)c([N+](=O)[O-])c1,1,-4,1,0,-5,-1,4,7,-3
O=C(Nc1ccccc1-c1ccccc1)c1cc(C(F)(F)F)cc(C(F)(F)F)c1,9,4,-4,5,-4,-1,4,0,-2
CCc1nc2nc(C)c(NS(=O)(=O)c3ccc(F)cc3)c(=O)n2[nH]1,11,-9,-3,-6,-2,-6,1,2,-5
O=C(Nc1cccc(N2C(=O)C3CCCCC3C2=O)c1)c1ccccc1 (stereo not given),7,-2,2,-3,-6,3,2,7,-3
COc1cccc(CN(C)C(=O)c2ccc3nccnc3c2)c1,4,14,-5,-2,-3,8,15,2,4
CCC(CC)c1nnc(NC(=O)C2CCCO2)s1 (stereo not given),5,7,-5,-3,0,-3,-5,0,-3
COc1cccc(C2CCCN2Cc2nc(-c3sccc3C)oc2C)c1 (stereo not given),-2,7,-2,-7,-2,-1,5,-5,1
CC1=C(C(=O)OC2CCCCCCC2)C(c2ccc(O)cc2)NC(=O)N1 (stereo not given),6,-52,2,1,1,6,1,25*,5
O=C(Cn1cnc2scc(-c3ccccc3)c2c1=O)NCc1ccco1,0,-3,-2,-4,-2,-1,25*,-2,-4
COC(=O)Cn1c(=NC(=O)c2ccc(S(=O)(=O)N3CCc4ccccc4C3)cc2)sc2cc(OC)ccc21,-2,-5,-3,-11,-2,-9,-2,-7,-6
CCOC(=O)c1c(C)[nH]c(C(=O)COC(=O)CCC(=O)c2ccc3c(c2)OCCO3)c1C,2,0,2,-8,-9,4,12,5,-10
c1ccc2c(c1)nc(N1CCOCC1)c1nnnn12,4,6,5,8,-1,0,4,0,2
O=C(COc1ccccc1)Nc1cccc(-c2nc3cc4ccccc4cc3[nH]2)c1,-6,-94,-5,-60,-43,-24,-37,13,-62
CC(NC(=O)C(=O)NN=C1CCC(C(C)(C)C)CC1)c1ccccc1 (stereo not given),12,3,-5,3,-2,6,0,4,3

(next part)
structure,PAFAH1B3 FP inh,GSTO1 counter,PAD4 inh,PME-1 inh,LYPLA1 inh,PAFAH2 inh,pPAFAH inh,PAFAH1B2 FP inh,LYPLA2 inh
COc1ccc(NC(=O)Nc2cc3oc4ccccc4c3cc2OC)cc1,5,1,-4,5,-5,4,12,1,-1
Cc1c(CCOC(=O)C23CC4CC(CC(C4)C2)C3)sc[n+]1CC#N,1,1,-1,1,0,3,0,5,-3
Cn1nnnc1Sc1ncnc2scc(-c3ccc(Br)cc3)c12,-4,/,8,/,/,-8,11,0,/
COCCn1cnnc1SCC(=O)Nc1sccc1C(N)=O,12,17,-1,-4,0,1,1,6,2
COc1cc(OC)cc(C(=O)NCCn2ccc3ccccc32)c1,-2,-3,1,-3,0,4,-6,11,6
O=C(COC(=O)c1cc(=O)[nH]c2ccccc12)Nc1ccc(Cl)cn1,-3,-1,4,0,2,10,0,-5,-2
COc1cc2c(cc1OC)CN(C(=O)Cc1c(F)cccc1Cl)CC2,8,3,2,-4,4,7,1,4,23
COc1cccc(NC(=O)CN(C)CC(=O)Nc2ccc(Br)cc2)c1,10,-9,-3,5,-5,2,9,4,-2
CC(C)(C)NC(=O)NC(=O)COC(=O)c1ccc(OC(F)(F)F)cc1,5,9,-2,-1,0,18,19,-3,7
CC(C)OCCCn1c(=S)[nH]c2cc3c(cc2c1=O)OCO3,-2,3,-5,14,-2,-1,1,1,-1
CCOc1cc(N2CCOCC2)c(OCC)cc1NC(=O)COC(=O)/C=C/c1ccc(OC(F)F)cc1,8,-7,2,-1,2,2,8,0,3
OC(CN1CCN(c2ncc(C(F)(F)F)cc2Cl)CC1)c1ccccc1 (stereo not given),3,2,0,-6,4,-7,7,6,6
Cc1nn2c3c(cnc2c1-c1ccc(Cl)cc1)C(=O)CC(c1ccco1)C3 (stereo not given),7,3,-4,0,-3,-1,5,4,1
Cn1c(CNC(=O)OC(C)(C)C)nnc1SCC(=O)N1CCOCC1,10,6,-4,0,-1,3,7,4,1
CC(C)(C)c1ccc(S(=O)(=O)NCC(=O)Nc2ccc(-c3nc4ccccc4s3)cc2)cc1,-5,3,-5,-2,-3,4,2,3,-6

Shown with each value named: entries from further up
CCOc1ccc(-n2ccc(=O)c(C(=O)O)n2)cc1
  PAFAH1B3 FP inh: -1
  GSTO1 counter: 5
  PAD4 inh: 1
  PME-1 inh: -2
  LYPLA1 inh: -3
  PAFAH2 inh: -4
  pPAFAH inh: -2
  PAFAH1B2 FP inh: -1
  LYPLA2 inh: -4

CC(=O)Oc1ccc2oc(=O)c3c(c2c1)CCCN3C(=O)CN1CCOCC1
  PAFAH1B3 FP inh: 5
  GSTO1 counter: 5
  PAD4 inh: 0
  PME-1 inh: 0
  LYPLA1 inh: 0
  PAFAH2 inh: 7
  pPAFAH inh: -1
  PAFAH1B2 FP inh: 4
  LYPLA2 inh: 0
